CD40 NFkB inh = CD40 pathway inhibition in BL2 cells | BL2 NF-kB luciferase reporter, CD40L-induced, 4 h | inhibition, % at 10 µM | actives 0.94% (n = 83,000);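 active means mean inhibition of at least 50% with a set share of replicates also reaching that level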;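 further: 0% = neutral control wells and 100% = IKK inhibitor VII at 50 µM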
Starred values were filed as active, the others as inactive; & = joins results of further samples; [ ] = dose if it differs, or a comment. Not all compounds are listed. The share of hits here may be higher or lower than overall.

SMILES	CD40 NFkB inh
Nc1cc(C(=O)OCC(=O)NNC(=O)c2cccs2)ccc1Cl	-4
Cc1c(NC(=O)c2ccc(N(C)S(C)(=O)=O)cc2)c(=O)n(-c2ccccc2)n1C	2
Cc1ccc(-c2noc(C3CCN(C(=O)Nc4ccc(C#N)cc4)CC3)n2)o1	-5
O=C(C1CCCCC1)N1CC(=O)N2[C@H](CO)[C@@H](c3ccc(-c4ccccc4F)cc3)[C@@H]2C1	2[25 µM]
N#C[C@H]1[C@@H](c2ccccc2C2=CCCC2)[C@@H](CO)N1C(=O)C1CCC1	18[25 µM]
Cc1ccccc1Cc1c(C)nc2c(C(=O)NCc3ccc4c(c3)OCO4)cnn2c1C	2
COc1ccc(NC(=O)N(O)C2(C#N)CCCCC2)cc1	-77
Cc1c(Cl)cccc1N=C1SCCN1C(=O)CN1C(=O)NC2(CCCC2)C1=O	33
O=C(O)c1[nH]c2ccccc2c1NS(=O)(=O)Cc1ccccc1	-4
COCCCN(C(=O)Nc1ccccc1)C(C)c1ccncc1 (stereo not given)	4
O=C(Nc1ccccc1)ON=C1CCCC1	-49
CO[C@@H]1CN(C)C(=O)c2cc(NC(=O)C3CCC3)ccc2OC[C@@H](C)N(Cc2ccc(F)cc2)C[C@H]1C	-5
O=C(Nc1nnc(-c2ccc(F)cc2)s1)c1ccco1	-44
CCN(C(=O)C=Cc1ccco1)c1ccccc1	-35
Brc1cccc(-c2nnc3sc(CN4CCCCC4)cn23)c1	-6
O=C(OCC(=O)N1CCCCCC1)c1cccc(Cl)c1Cl	-68
CC1(C(=O)NS(=O)(=O)c2ccccc2)CCN1C(=O)c1cccc2ccccc12 (stereo not given)	7
Cc1ccc(-c2ccc(S(=O)(=O)NCC3CCCO3)cc2)cc1 (stereo not given)	13
Cc1ccc(C)c(NC(=O)CCC(=O)NNC(=O)C(c2ccccc2)c2ccccc2)c1	-1
C[C@H]1CN(C)C(=O)c2cc(N(C)C)ccc2O[C@H]1CN(C)S(C)(=O)=O	-6
O=C(C1CCCC1)N1CC2(C1)[C@@H](c1ccccc1)[C@H](CO)N2Cc1ccc(Cl)cc1	15[25 µM]
CC1c2[nH]c3ccccc3c2CCN1C(=O)Nc1ccccc1 (stereo not given)	12
Cc1noc(C)c1S(=O)(=O)Nc1ccc2c(c1)C(=O)N([C@H](C)CO)C[C@H](C)[C@H](CN(C)Cc1ccc3c(c1)OCO3)O2	-25[25 µM]
CCn1c(CNC(=O)C(C)(C)C)nc2ccccc21	4
c1coc(-c2nc(-c3ccncc3)no2)c1	-25
O=C(Nc1ccccn1)C1CCCN(c2ncnc3c2nc2n3CCCCC2)C1 (stereo not given)	13
CCNC(=O)C[C@@H]1CC[C@H]2[C@@H](COC[C@H](O)CN2C(=O)c2ccccn2)O1	2[25 µM]
O=C(CSc1nnc(-c2ccncc2)n1CC1CCCO1)Nc1ccccc1Cl (stereo not given)	1
CCSc1nnc(-c2cnn(-c3ccccc3)c2-n2cccc2)n1C	9
CC12CCC(C(=O)NCc3ccccn3)(OC1=O)C2(C)C (stereo not given)	2

Shown with bars between the fields: entries from further up
SMILES | CD40 NFkB inh
CCN(C(=O)C=Cc1ccco1)c1ccccc1 | -35
Brc1cccc(-c2nnc3sc(CN4CCCCC4)cn23)c1 | -6
O=C(OCC(=O)N1CCCCCC1)c1cccc(Cl)c1Cl | -68
CC1(C(=O)NS(=O)(=O)c2ccccc2)CCN1C(=O)c1cccc2ccccc12 (stereo not given) | 7
Cc1ccc(-c2ccc(S(=O)(=O)NCC3CCCO3)cc2)cc1 (stereo not given) | 13
Cc1ccc(C)c(NC(=O)CCC(=O)NNC(=O)C(c2ccccc2)c2ccccc2)c1 | -1
C[C@H]1CN(C)C(=O)c2cc(N(C)C)ccc2O[C@H]1CN(C)S(C)(=O)=O | -6
O=C(C1CCCC1)N1CC2(C1)[C@@H](c1ccccc1)[C@H](CO)N2Cc1ccc(Cl)cc1 | 15[25 µM]
CC1c2[nH]c3ccccc3c2CCN1C(=O)Nc1ccccc1 (stereo not given) | 12
Cc1noc(C)c1S(=O)(=O)Nc1ccc2c(c1)C(=O)N([C@H](C)CO)C[C@H](C)[C@H](CN(C)Cc1ccc3c(c1)OCO3)O2 | -25[25 µM]
CCn1c(CNC(=O)C(C)(C)C)nc2ccccc21 | 4
c1coc(-c2nc(-c3ccncc3)no2)c1 | -25
O=C(Nc1ccccn1)C1CCCN(c2ncnc3c2nc2n3CCCCC2)C1 (stereo not given) | 13
CCNC(=O)C[C@@H]1CC[C@H]2[C@@H](COC[C@H](O)CN2C(=O)c2ccccn2)O1 | 2[25 µM]

Following part.
SMILES	CD40 NFkB inh
CCOC(=O)C1(Cc2ccc(OC)cc2)CCN(C(=O)C2CCCO2)CC1 (stereo not given)	-12
CC(=O)c1cccc(NC(=O)CC2SC(N3CCCCC3)=NC2=O)c1 (stereo not given)	15
COCc1c(C(=O)OCC(=O)N2CCCC2=O)oc2ccccc12	3
CN1C(=O)c2cc(NC(=O)c3cnccn3)ccc2OC[C@H]2O[C@@H](CC(=O)N[C@H]3CCN(Cc4ccccc4)C3)CC[C@H]21	-6[25 µM]
Cn1c(=O)[nH]c(=O)c2c1ncn2CCN1CCOCC1	4
Cn1c(N=Nc2ccc(N3CCOCC3)cc2)[n+](C)c2ccccc21	2
C/C=C/c1ccc(C2[C@H]3CNC[C@@H]2N3S(=O)(=O)c2ccccc2C)cc1 (stereo not given in full)	12&1[25 µM]
O=C(COC(=O)C12CC3CC(CC(C3)C1)C2)NCCCc1ccccc1	0
O=C1CCCc2nn(-c3ccccc3)nc21	-19
c1ccc(-c2cc3c(NCC4COc5ccccc5O4)ncnc3s2)cc1 (stereo not given)	5
Cc1noc(C)c1C(=O)OCC(=O)NCCC1=CCCCC1	1
CCS(=O)(=O)N[C@H]1CC[C@H](CC(=O)NCc2ccc(Cl)cc2)O[C@H]1CO	-6[25 µM]
Cn1c(CN2CCCCC2)nc2cc(NC(=O)c3cccs3)ccc21	-27
C[C@H]1CN([C@@H](C)CO)C(=O)c2cc(C#CC3(O)CCCC3)cnc2O[C@@H]1CN(C)S(=O)(=O)c1ccccc1	-8[25 µM]
CCCCc1c(C)nc(N)[nH]c1=O	5
Cc1nn(Cc2ccc(C(=O)Nc3nccs3)cc2)c(C)c1Cl	22
COc1ccc(NC(=O)COc2ccc(-c3nn(C)c(=O)c4ccccc34)cc2)cc1	18
CC/S(CC1CC1(Cl)Cl)=N\S(=O)(=O)c1ccc(C)cc1 (stereo not given)	7
CCCCNC(=O)c1ccc2nc(CC)c(N(CCC(C)C)CCN(C)C)n2c1	-15
Cc1nc(-c2cccc(S(=O)(=O)N3CCOCC3)c2)cs1	4
N#Cc1cccc(-c2ccc(C3[C@H]4CNC[C@@H]3N4Cc3cccc(-c4ccncc4)c3)cc2)c1 (stereo not given in full)	1[25 µM]
CC(=O)Nc1cccc(-c2ccnc3c2CC(C(=O)Nc2ccc4c(c2)OCO4)O3)c1 (stereo not given)	4
O=C(c1ccco1)N1CCN(C(=O)c2ccc(CS(=O)c3ccc(F)cc3)o2)CC1 (stereo not given)	6
CN(C)n1cnc2ccsc2c1=O	11
CCOc1ccc(S(=O)(=O)Nc2ccc(C(=O)NNC(=O)c3ccncc3)cc2)cc1	-3
CC(OC(=O)c1cc(=O)c2cc(Cl)ccc2o1)C(=O)N1CCCC1 (stereo not given)	12
O=C(CCCN1C(=O)c2cccnc2C1=O)N1CC(=O)N(CCc2ccccc2)C(=O)C1	6
N#C[C@H]1[C@@H](c2ccc(C3=CCCCC3)cc2)[C@@H](CO)N1C(=O)C1CCOCC1	-6
O=C(O)c1ccccc1C(=O)c1ccc2c(c1)CCC2	7
O=C(NCC1CCCO1)c1cccc(C(=O)NCC2CCCO2)c1 (stereo not given)	20
CCCNC(=O)N1[C@@H]2CN(C(=O)Nc3ccccc3)c3ccccc3[C@@H]2[C@@H]1CO	-21
CC(C)NC(=O)N(C)C[C@@H]1OCCCC[C@@H](C)Oc2ccc(NC(=O)NC3CCCCC3)cc2C(=O)N([C@@H](C)CO)C[C@@H]1C	0
COc1ccc2c3c(n(C)c2c1)[C@@H](CO)N(C(=O)Cc1ccccc1)CC31CN(C)C1	-4[25 µM]
COc1cc(CN2CC3(CCN(C(=O)Nc4c(C)noc4C)CC3)c3c(n(C)c4cc(OC)ccc34)[C@H]2CO)cc(OC)c1	11[25 µM]
COCC(C)NC(=O)c1cc2cc(OC)ccc2[nH]1 (stereo not given)	-5
C[C@H]1CN(C)C(=O)Cc2cc([N+](=O)[O-])ccc2O[C@H]1CN(C)C(=O)OC(C)(C)C	1
Cc1ccc(C(=O)N2CCN(C3CCCCC3)CC2)s1	-1
Cc1csc(NC(=O)c2cccc(Cn3nc(C)c(Br)c3C)c2)n1	-12
COc1ccccc1-c1ccc(C2[C@@H]3CN(S(=O)(=O)c4ccc(F)cc4)C[C@H]2N3)cc1 (stereo not given in full)	3&6
CN1CCN(S(=O)(=O)c2cccc(C(=O)Nc3cc(C(F)(F)F)ccc3N3CCCC3)c2)CC1	6
CCC(=O)N1[C@@H]2c3ccc(C4=CCCCC4)c(=O)n3C[C@@H]2[C@@H](CO)[C@@H]1C(=O)NCc1ccc(F)cc1	-2[25 µM]
CCOC(=O)c1c(C)oc2c1c(C(c1cccnc1)N1CCOCC1)c(O)c1ccccc12 (stereo not given)	37
COc1ccc(-c2ccc(C3[C@H]4CNC[C@@H]3N4C(=O)Nc3ccc4c(c3)OCO4)cc2)cc1 (stereo not given in full)	-34&-40
O=C(CC1CC1)N1[C@H](CO)[C@@H]2c3ccccc3N(S(=O)(=O)c3ccccc3F)C[C@@H]21	-2[25 µM]
O=C(Cc1ccc(S(=O)(=O)N2CCOCC2)s1)N1CCN(S(=O)(=O)c2cccc(F)c2)CC1	5
COc1cccc(-c2cn(CC[C@H]3CC[C@@H](NC(=O)CC4CC4)[C@H](CO)O3)nn2)c1	-5
N#Cc1c(C#N)c(O)c2ccccc2c1O	2
O=C(Nc1nccs1)C12CC3CC(C1)CC(C(=O)Nc1nccs1)(C3)C2	30
CC(C)[C@@H]1COCc2cnnn2CCC[C@H](C)C(=O)N1	-3[25 µM]
Cc1noc(C)c1C(=O)N1CCC1(C)C(=O)NS(=O)(=O)Cc1cccc(Cl)c1 (stereo not given)	4
NC(=O)C1CCN(C(=O)c2cc3ccccc3cc2O)CC1	1
O=C(Nc1ccc2oc(-c3cccnc3)nc2c1)c1ccc2c(c1)OCCO2	-3
CS(=O)(=O)N1[C@H](C#N)[C@@H](c2ccccc2-c2ccccc2)[C@@H]1CO	-10[25 µM]
CN1c2ccc(-c3ccc(C#N)cc3)cc2[C@H]2[C@H](CCN2S(=O)(=O)c2cccc(F)c2)[C@@H]1CO	-2
Cc1nc(C(F)(F)F)c(C(=O)N=CN(C)C)s1	13
CN1CCN(CCC(=O)N2c3ccccc3Sc3ccc(Cl)cc32)CC1	13
O=c1[nH]c(-c2cccs2)nc2ccccc12	1
COc1ccccc1NC(=O)CN1C(=O)NC2(CCCc3ccccc32)C1=O (stereo not given)	-1
CN(C)CCOC(c1ccccc1)c1ccccc1 (tested in a mixture with another compound)	26
O=C1c2ccccc2C(Cc2ccncc2)(Cc2ccncc2)c2ccccc21	10[25 µM]
Next results
SMILES	CD40 NFkB inh
CCCC(CCC(=O)Nc1ccc(C(=O)OC)cc1)C(=O)O (stereo not given)	-3
CCOc1ccc(C(=O)OCCN(C)C)cc1	10
Cc1nc2ccccc2n1CC(O)Cn1c(C(F)(F)F)nc2ccccc21 (stereo not given)	13
Clc1ccc(OCc2cn3ccccc3n2)c2ncccc12	-69
NC(=O)Nc1ccc(C(=O)OCC(=O)NC2CCCCC2)cc1	2
CC(OC(=O)C1CCN(S(=O)(=O)c2ccc3c(c2)OCCO3)CC1)C(=O)N(C)c1ccccc1 (stereo not given)	13
CC(OC(=O)c1ccc(-n2cnnn2)cc1)C(=O)N(C)c1ccccc1 (stereo not given)	2
O=C(c1ccccc1)N1CCCCC(S(=O)(=O)c2ccccc2)C1=O (stereo not given)	10
C[C@H](CO)N1C[C@H](C)[C@H](CN(C)C(=O)CCC(F)(F)F)OCc2cnnn2CCCC1=O	1[25 µM]
Clc1cccc(-c2nnc(-c3ccno3)o2)c1	-30
CCC(=O)n1nc(-c2ccco2)nc1N	3
Cn1cc(CN2CCCC(C(=O)c3ccc(-c4ccccc4)cc3)C2)cn1 (stereo not given)	5
C[C@@H]1CN([C@@H](C)CO)S(=O)(=O)c2ccc(-c3ccc(F)cc3)cc2O[C@@H]1CN(C)Cc1ccccc1C(=O)O	-6[25 µM]
O=C(CSc1nc(=O)n(CCCN2CCOCC2)c2c1CCCC2)Nc1cccc([N+](=O)[O-])c1	-9
CCCCNC(=O)CNC(=O)c1cccs1	0
Cc1noc(C)c1NC(=O)N[C@H]1CC[C@H](CCNC(=O)C2CCCCC2)O[C@H]1CO	2
CC(C)n1cc(NC(=O)c2cc(-c3ccccc3)on2)cn1	-48
O=C(O)/C=C/C(=O)N1CCc2ccccc21	-5
Cn1c(CCN2CCCC2)nc2cc(NS(=O)(=O)c3ccccc3)ccc21	15
CN1C(=O)c2ccccc2Sc2ccc(C(=O)O)cc21	7
CCC(=O)c1ccc(OCC(=O)OCC(=O)NCCCc2ccccc2)cc1	-8
Cc1ccc(S(=O)(=O)NCCSC(C)(C)C)cc1	6
CCOC(=O)C(Cc1ccccc1)NC(C)=O (stereo not given)	6
COc1ccc(-c2ccc([C@H]3[C@@H](CO)N(C(=O)CN(C)C)[C@H]3C#N)cc2)cc1	-27
O=C(C[C@@H]1C[C@@H]2c3cc(NC(=O)NC4CCCC4)ccc3O[C@@H]2[C@@H](CO)O1)NCCc1ccccc1	-4
O=C(CNC(=O)OCc1ccccc1)NCC(=O)Oc1ccc([N+](=O)[O-])cc1	6
CCCN(C(=O)CSCc1c(C)noc1C)c1c(N)n(Cc2ccccc2)c(=O)[nH]c1=O	1
Cc1cccc(NC(=O)c2ccc(C)c(S(=O)(=O)N3CCCCC3)c2)n1	-40
